# ERG-DNA inh: qHTS for Small Molecule Inhibitors of the ERG Ets/DNA interaction | Potency, µM (highest dose often 76.9 µM), for the others: top-dose FP activity, negative = inhibition, most hits filed as inhibitors | Transcriptional regulator ERG (Homo sapiens), P11308 | AID 624246, 2012 | fluorescence polarization, His-ERG Ets domain / labelled DNA | 370,000 compounds, 0.028% hits; active = well fitted inhibition curve with a large enough effect in the polarisation, with a control signal flat; inconclusive = small, poorly fitted or top-dose-only effect, or effect the other way, or a change in a side signal; inactive = no such curve, though single readings can be large or run the other way; the % refers to the polarisation;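 also: polarization taken with two DNA probes labelled with fluorescein and Texas red; potency is read from the fitted curve at half-maximal effect; % of control where 0% means no effect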
# Target sequence (P11308 whole entry, looked up, the tested form may be a part): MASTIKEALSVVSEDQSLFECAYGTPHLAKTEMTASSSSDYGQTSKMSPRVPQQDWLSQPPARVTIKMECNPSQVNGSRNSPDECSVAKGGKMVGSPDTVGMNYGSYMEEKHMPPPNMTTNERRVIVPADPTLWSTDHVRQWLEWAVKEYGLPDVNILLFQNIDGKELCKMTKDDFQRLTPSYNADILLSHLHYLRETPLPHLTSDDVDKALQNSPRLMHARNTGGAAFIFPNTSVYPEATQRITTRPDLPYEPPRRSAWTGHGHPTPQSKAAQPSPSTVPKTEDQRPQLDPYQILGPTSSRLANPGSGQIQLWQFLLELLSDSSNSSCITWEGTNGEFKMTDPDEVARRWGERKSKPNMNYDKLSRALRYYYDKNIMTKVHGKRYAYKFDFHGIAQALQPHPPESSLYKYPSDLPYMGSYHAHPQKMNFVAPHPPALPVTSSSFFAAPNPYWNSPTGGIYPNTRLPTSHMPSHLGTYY
#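 His-tagged ERG Ets domain (1 uM in the protein solution; 300mM KCl, 50mM Tris-HCl, 1mM EDTA, 1mM DTT, pH 7.5) received compound, then a probe mix of 5 nM fluorescein-DNA and 100nM Texas-615-DNA. Fluorescence polarization was read for both dyes.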
# BLM helicase inh: qHTS Assay for Inhibitors of Bloom's syndrome helicase (BLM). 350,000 compounds, 0.2% hits. AID 2528, 2010. Potency, µM (doses to about 56.1 µM), for inactives: top-dose activity change, negative = inhibition, hits mostly inhibitors. RecQ-like DNA helicase BLM (Homo sapiens), P54132. recombinant BLM DNA unwinding, fluorescence dequenching;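 also: potency is read from the fitted curve at half-maximal effect; plate controls were vehicle for no effect and no enzyme for full effect; nearly all actives have a fitted effect of over 35% in size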
# APE1 inh: qHTS Assay for Inhibitors of the Human Apurinic/apyrimidinic Endonuclease 1 (APE1). AID 2517, 2012. Potency, µM (highest dose often 65.8 µM), inactives show at the top dose activity change, negative = inhibition, actives largely listed as inhibitors. recombinant APE1, TAMRA/BHQ-2 abasic DNA cleavage fluorescence. 350,000 compounds, 0.35% hits. DNA repair nuclease/redox regulator APEX1 (Homo sapiens), P27695;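 also: potency is read from the fitted curve at half-maximal effect; plate controls were vehicle for no effect and reference inhibitor for full effect; nearly all actives have a fitted effect of over 55% in size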
#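 Activity was derived from the fluorescence gain between first and third kinetic reads (60 s intervals, ex 525/em 598 nm) after 50 nM THF-abasic TAMRA/BHQ-2 duplex was added to 0.75 nM APE1 preincubated 15 min with compound.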
# ALOX12 inh: Primary qHTS assay for inhibitors of human arachidonate 12S-lipoxygenase (ALOX12): Round 2; Polyunsaturated fatty acid lipoxygenase ALOX12 (Homo sapiens), P18054; purified 12hLO, xylenol orange hydroperoxide absorbance; Potency, µM (highest dose often 108 µM), without a hit: at the top dose activity change, negative = inhibition, hits mostly inhibitors; 580,000 compounds, 1.1% hits; AID 1671190, 2021; also: potency is read from the fitted curve at half-maximal effect; % is scaled to controls: 0 for no effect and ±100 for the full control effect
#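 Hydroperoxide product was detected by ferrous iron/xylenol orange as the 573 to 405 nm absorbance ratio. Arachidonic acid at 40 uM (final) was turned over for 30 min at room temperature by 150 nM human 12hLO, pH 7.0 Hepes buffer, after 15 min compound preincubation.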
# Apoferritin bind: qHTS Assay for Identification of Novel General Anesthetics; Ferritin light chain (Equus caballus), P02791; apoferritin/1-aminoanthracene competitive binding, fluorescence; Potency, µM (top dose mostly 77.5 µM), for the others: at the highest dose activity change, negative = displacement, actives largely listed as inhibitors; 350,000 compounds, 0.074% hits; AID 485281, 2010; also: potency is read from the fitted curve at half-maximal effect; % is scaled to controls: 0 for no effect and ±100 for the full control effect; nearly all actives have a fitted effect of over 20% in size
# Target sequence (P02791 2-175 limits assumed): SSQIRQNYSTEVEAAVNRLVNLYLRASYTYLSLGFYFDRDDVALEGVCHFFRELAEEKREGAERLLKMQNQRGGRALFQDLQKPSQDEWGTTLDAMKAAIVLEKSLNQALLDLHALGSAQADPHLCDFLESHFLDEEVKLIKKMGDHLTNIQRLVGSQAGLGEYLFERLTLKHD
#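 Steps: apoferritin (10 uM) was premixed with half-saturated 1-AMA in PBS, compounds were pin-transferred, plates stood 10 min at room temperature, fluorescence was read at 380/535 nm, and curves were fitted with a Hill equation.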
# Pol kappa inh: qHTS for Inhibitors of Polymerase Kappa. 400,000 compounds, 0.53% hits. Potency, µM (doses to about 107 µM), for inactives: at the highest dose activity, negative = inhibition, usual class: inhibitors. AID 588579, 2011. purified Pol kappa, fluorescent DNA synthesis assay, 10 min. DNA polymerase kappa (Homo sapiens), Q9UBT6; also: potency is read from the fitted curve at half-maximal effect; % is scaled to controls: 0 for no effect and ±100 for the full control effect
#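 First, compounds were pin-transferred onto 10 nM Pol kappa. After 15 min at room temperature, substrate was added to 50 nM final. Fluorescence was then measured kinetically at 0 and 10 min.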
# Pol beta inh: qHTS Assay for Inhibitors of DNA Polymerase Beta; P06746; Potency, µM (top dose mostly 114 µM), for the others: at the top dose activity change, negative = inhibition, usual class: inhibitors; Pol beta primer extension/strand displacement, fluorescence kinetic; 340,000 compounds, 1.3% hits; also: potency is read from the fitted curve at half-maximal effect; % is scaled to controls: 0 for no effect and ±100 for the full control effect
#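 Kinetic readout of DNA synthesis with strand displacement by Pol beta. Compound and 10 nM enzyme sit 15 min at room temperature; 50 nM substrate starts the reaction, read immediately and at 10 min.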
# TRHR ag: qHTS for Small Molecule Agonists and Allosteric Enhancers of Human TRH Receptor: Primary Screen for Agonists | 360,000 compounds, 0.18% hits | TRHR cells, calcium flux fluo-8, FDSS agonist mode | AID 493084, 2011 | activation, % at 2 µM; in the data active = activation above about 30%; also: 0% is about no effect
# Target sequence (P34981 whole entry, looked up): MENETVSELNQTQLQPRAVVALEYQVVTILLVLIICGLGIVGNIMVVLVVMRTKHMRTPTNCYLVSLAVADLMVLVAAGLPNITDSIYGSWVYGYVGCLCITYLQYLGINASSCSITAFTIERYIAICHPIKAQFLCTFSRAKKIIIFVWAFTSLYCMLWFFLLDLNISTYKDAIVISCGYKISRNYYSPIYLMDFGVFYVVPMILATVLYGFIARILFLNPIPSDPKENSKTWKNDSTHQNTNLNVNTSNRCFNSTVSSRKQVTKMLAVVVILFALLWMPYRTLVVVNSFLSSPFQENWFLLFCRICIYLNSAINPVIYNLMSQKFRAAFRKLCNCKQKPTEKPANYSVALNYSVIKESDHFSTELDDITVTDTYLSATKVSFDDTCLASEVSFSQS
#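 Steps: seed TRHR cells overnight; add fluo-8 no-wash Ca dye, RT 30 min–1.5 h; record 10 s baseline; pin-transfer compounds; monitor fluorescence 1 cycle/s for the agonist window. Calcium increases flag candidate agonists.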
# POLI inh: qHTS for Inhibitors of Polymerase Iota | DNA polymerase iota (Homo sapiens), Q9UNA4 | Pol iota fluorescent replication assay, 10 min | Potency, µM (top dose mostly 115 µM), for inactives: top-dose activity, negative = inhibition, most hits filed as inhibitors | 390,000 compounds, 1% hits | AID 588590, 2011; also: potency is read from the fitted curve at half-maximal effect
#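 Fluorescent replication assay read twice, at 0 min and 10 min after adding 50 nM (final) substrate. Enzyme (10 nM) and compounds were first incubated 15 min at room temperature; enzyme-free buffer wells were negative controls.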
# * hit, by the source's call; u = inconclusive; x = not tested or not shown; & = joins results of further samples; [ ] = dose if it differs, or a comment. Unless noted, calls follow the shape of the dose curve; as a rule, active = well fitted curve in the direction sought with a large enough effect; inconclusive = small, poorly fitted or top-dose-only effect, or another doubt; inactive = no such curve, though single readings can be large; an effect the other way counts as inactive or inconclusive. Some of the compounds tested; rates above refer to the full screens.
nr	SMILES	ERG-DNA inh	BLM helicase inh	APE1 inh	ALOX12 inh	Apoferritin bind
1	CCC(C)(NC(=O)c1ccccc1)C(=O)O (stereo not given)	14%	3%	4%	-8%	-2%
2	CN1CCS/C1=C\C=C1/SC(=S)N(CC(=O)O)C1=O	24%	-1%	-1%	-16%	-12%
3	Cc1ccc(NC(=O)NC2CC(=O)N(c3ccc4c(c3)OCCO4)C2)cc1C (stereo not given)	-15%	x	-12%	-11%	x
4	COc1ccc(OC)c(CN2CCN(C(=O)c3cc4ccccc4cc3O)CC2)c1	-5%	-2%	15%	-26%	-7%
5	O=C1c2cc(Cl)ccc2-c2c(O)cc(Cl)cc21	10%	x	x	35µM*	x
6	O=C(Cn1ncc2c(Cl)cccc21)NCc1cccc(Cl)c1	3%	-6%	x	-19%	1%
7	Oc1ccc(/C=N/n2c(COc3ccccc3)n[nH]c2=S)cc1O	-8%	-4%	-10%	0%	0%
8	COCC1CCN(C(=O)c2cc(COc3cccc4cnccc34)on2)CC1	15%	-2%	19%	4%	-9%
9	CCOC(=O)N1CCN(C(=O)CNC(=O)c2ccccc2F)CC1	2%	x	29%	-10%	x
10	CC(C)CCNc1nc(N)c([N+](=O)[O-])c(N2CCCCCC2)n1	-3%	-10%	-14%	-9%	u

nr	Pol kappa inh	Pol beta inh	TRHR ag	POLI inh
1	0%	27%	-0.1	u
2	-4%	0%	29	u
3	-4%	x	-0.3	16%
4	-9%	5%	0.0	17%
5	-13%	x	x	58%[activator]
6	-5%	-22%	-0.7	u
7	20µM*	6.3µM*	-0.3	6.3µM*
8	-2%	3%	1.3	73%[activator]
9	-14%	x	x	58%[activator]
10	4%	20%	0.6	u

# (next part)
nr	SMILES	ERG-DNA inh	BLM helicase inh	APE1 inh	ALOX12 inh	Apoferritin bind
11	COc1ccc(C2CC(=O)C=C(NNS(=O)(=O)c3ccc(C)cc3)C2)cc1 (stereo not given)	7%	-1%	2%	-10%	u
12	COc1cccc(NC(=O)CN2CCN(c3ccc(F)cc3)CC2)c1	2%	-3%	-3%	0%	-16%
13	O=C(O)CCC(=O)N1N=C(c2c(-c3ccccc3)c3cc(Cl)ccc3[nH]c2=O)CC1c1ccccc1 (stereo not given)	-4%	-3%	2%	0%	-8%
14	CSc1nc(N)nc2c1ncn2CC(=O)NCC(c1ccccc1)c1ccccc1	-5%	x	14%	75%[activator]	x
15	CCCCS(=O)(=O)N1CCCC(C(=O)Oc2ccc(Cl)cc2)C1 (stereo not given)	-10%	-2%	22%	6%	-2%
16	N/C(=N\NC(=O)c1ccc(F)cc1)c1cc2ccccc2oc1=O	-10%	-2%	-3%	-14%	-9%
17	COc1cc(NC(=O)CSCC(=O)Nc2cccc(C(F)(F)F)c2)c(Cl)cc1Cl	x	-12%	-3%	-4%	u
18	Cn1cc2cc([N+](=O)[O-])ccc2n1	7%	-1%	-4%	-3%	-2%
19	O=C(COc1ccccc1)N/N=C/c1sc(=O)n(Cc2cccc(C(=O)O)c2)c1Cl	-1%	-7%	-5%	-8%	-1%
20	Cn1cccc1Cc1nnc(SCC(=O)Nc2nccs2)n1CCc1ccccc1	4%	-8%	2%	182%[activator]	-14%

nr	Pol kappa inh	Pol beta inh	TRHR ag	POLI inh
11	2%	11%	0.3	19%
12	1%	0%	-0.1	11%
13	-2%	0%	-0.5	28%
14	-15%	x	x	-19%
15	-3%	-14%	-0.9	98%[activator]
16	-18%	27%	-0.2	-2%
17	-6%	-1%	-0.4	12%
18	10%	41%	-1.2	81%[activator]
19	-38%	-12%	-0.5	u
20	21%	-20%	-0.5	5%

# (next part)
nr	SMILES	ERG-DNA inh	BLM helicase inh	APE1 inh	ALOX12 inh	Apoferritin bind
21	COC(=O)CNC(=O)Cn1ccc2ccccc2c1=O	-9%	-3%	-4%	-8%	-7%
22	O=C(O)c1cccc2c1C(=O)N(c1ccc3c(c1)Cc1ccccc1-3)C2=O	11%	x	x	0%	x
23	COC(=O)C1(Cc2cc(-c3ccc(Cl)cc3)no2)CCN(C(=O)OC(C)(C)C)CC1	10%	-9%	5%	9%	-21%
24	Cn1c(CNS(=O)(=O)c2ccc(Cl)cc2)n[nH]c1=S	-15%	-1%	-2%	-9%	-5%
25	Cc1cc(NC(=O)c2ccc(F)cc2)ccc1NC(=O)c1ccco1	-9%	0%	-8%	1%	2%
26	O=C(Cn1nnc(-c2ccccc2NC(=O)c2ccccc2F)n1)NC1CCCC1	12%	-1%	7%	-15%	-4%
27	COc1ccccc1N1CCN(C(=O)c2cnn(-c3cccc(Cl)c3)c2C2CCN(C(=O)OC(C)(C)C)CC2)CC1	2%	-8%	x	-7%	-14%
28	Cc1ccc(NCC(=O)Nc2ccc(Br)cc2)cc1F	0%	0%	-3%	u	u
29	COc1ccc(CCNC(=O)C2CCCN(Cc3nc(-c4ccccc4C)oc3C)C2)cc1OC (stereo not given)	-5%	3%	11%	2%	-18%
30	CCN1CC2([N+](=O)[O-])C=CC(=O)C([N+](=O)[O-])(C1)C2CC(=O)c1ccccc1 (stereo not given)	9%	-2%	6%	u	-17%

nr	Pol kappa inh	Pol beta inh	TRHR ag	POLI inh
21	1%	4%	0.0	21%
22	-7%	x	x	-9%
23	-5%	5%	0.5	u
24	-4%	8%	1.2	4%
25	-1%	52%	0.3	64%[activator]
26	-4%	-17%	0.8	35%[activator]
27	-2%	-14%	0.2	8%
28	-10%	2%[57.1 µM]	0.1	16%
29	-3%	7%	-0.3	24%
30	-14%	0%	0.1	u

# (listing goes on)
nr	SMILES	ERG-DNA inh	BLM helicase inh	APE1 inh	ALOX12 inh	Apoferritin bind
31	CC(=O)c1ccc(-c2cc(C3C4C=CCC(C)C4C(=O)N3Cc3ccccc3)ccc2F)cc1 (stereo not given)	x	-8%	-8%	x	-8%
32	CCOC(=O)/C=c1\s/c(=C(\C#N)C(=O)NC)n(-c2ccccc2)c1=O	4%	-2%	-3%	-3%	-10%
33	O=C(CN1CCCCC1)NCCNc1ccc(C(F)(F)F)cc1[N+](=O)[O-]	1%	2%	4%	-4%	-8%
34	Cc1c(CNC2CCCCCC2)c(C(=O)O)c(C)n1Cc1ccc(F)cc1Cl	-11%	2%	x	-10%	-15%
35	O=C1c2ccccc2C(=O)N1CCCc1cn(C[C@H]2CC[C@H](Cn3cc(CCCN4C(=O)c5ccccc5C4=O)nn3)O2)nn1	1%	x	0%	6%	x
36	O=C(NCCN1CCCCC1)Nc1ccc(F)c(Cl)c1	3%	-3%	0%	-8%	-2%
37	CN(C)c1ccc(CNC(=O)c2sc3ncccc3c2-n2cccc2)cc1	0%	0%	x	-19%	-2%
38	O=C(CNC(=O)c1ccc(Br)o1)Nc1ccc(N2CCCCCC2)cc1	11%	x	29%	u	x
39	Cc1ccc(C)c(N2CCN(C(=O)CCn3c(=O)[nH]c4ccccc4c3=O)CC2)c1	3%	1%	x	u	-3%
40	CN(C)c1ncc2ncc(=O)n(Cc3cccs3)c2n1	x	1%	17%	92%[activator]	x

nr	Pol kappa inh	Pol beta inh	TRHR ag	POLI inh
31	-22%	x	x	17%
32	-9%	20%	2.5	11%
33	-1%	11%	1.4	-14%
34	-8%	20%	-0.2	-11%
35	-17%	x	x	-11%
36	-10%	-11%	0.3	4%[58.9 µM]
37	-10%[60.1 µM]	1%	-0.8	16%
38	-1%	x	0.5	17%
39	-4%[60.1 µM]	-27%	-0.3	-12%
40	9%[60.1 µM]	x	x	x

# 3 of the compounds above, with values under each structure:
# Results follow in this order: ERG-DNA inh	BLM helicase inh	APE1 inh	ALOX12 inh	Apoferritin bind	Pol kappa inh	Pol beta inh	TRHR ag	POLI inh
39. Cc1ccc(C)c(N2CCN(C(=O)CCn3c(=O)[nH]c4ccccc4c3=O)CC2)c1
→ 3%	1%	x	u	-3%	-4%[60.1 µM]	-27%	-0.3	-12%
34. Cc1c(CNC2CCCCCC2)c(C(=O)O)c(C)n1Cc1ccc(F)cc1Cl
→ -11%	2%	x	-10%	-15%	-8%	20%	-0.2	-11%
36. O=C(NCCN1CCCCC1)Nc1ccc(F)c(Cl)c1
→ 3%	-3%	0%	-8%	-2%	-10%	-11%	0.3	4%[58.9 µM]

# New compounds follow:
nr	SMILES	ERG-DNA inh	BLM helicase inh	APE1 inh	ALOX12 inh	Apoferritin bind
41	O=C(O)CCC(=O)N1N=C(c2ccccc2)CC1c1ccc2nccnc2c1 (stereo not given)	-1%	5%	-1%	16%&-10%	-5%
42	COc1c2occc2c(OC)c2c(=O)cc(C(F)(F)C(F)(F)F)oc12	x	-7%	6%	7%	-6%
43	Cn1c(=O)[nH]c(=O)c2[nH]c(CN3CCN(C(=O)c4ccco4)CC3)nc21	-3%	-2%	-1%	0%	1%
44	CCc1nnc(NC(=O)CSc2ccc(-c3ccc(F)cc3)nn2)s1	x	-2%	-1%	x	-13%

nr	Pol kappa inh	Pol beta inh	TRHR ag	POLI inh
41	-6%	3%	0.5	23%
42	-6%	50%	-0.7	27%
43	-16%	-20%	-0.1	12%
44	x	-19%	1.4	x
